Anthrax LF inh2 = Bacillus anthracis LF protease inhibitors, primary screen, biochemical, multiplex microsphere, MLPCN library | 360,000 tested, 0.12% active | multiplex microsphere protease cleavage assay | Lethal factor (Bacillus anthracis), P15917 | inhibition, % at 10 µM; further: plate controls were buffer without enzyme for full effect and enzyme alone for no effect
Target sequence (P15917 whole entry, looked up): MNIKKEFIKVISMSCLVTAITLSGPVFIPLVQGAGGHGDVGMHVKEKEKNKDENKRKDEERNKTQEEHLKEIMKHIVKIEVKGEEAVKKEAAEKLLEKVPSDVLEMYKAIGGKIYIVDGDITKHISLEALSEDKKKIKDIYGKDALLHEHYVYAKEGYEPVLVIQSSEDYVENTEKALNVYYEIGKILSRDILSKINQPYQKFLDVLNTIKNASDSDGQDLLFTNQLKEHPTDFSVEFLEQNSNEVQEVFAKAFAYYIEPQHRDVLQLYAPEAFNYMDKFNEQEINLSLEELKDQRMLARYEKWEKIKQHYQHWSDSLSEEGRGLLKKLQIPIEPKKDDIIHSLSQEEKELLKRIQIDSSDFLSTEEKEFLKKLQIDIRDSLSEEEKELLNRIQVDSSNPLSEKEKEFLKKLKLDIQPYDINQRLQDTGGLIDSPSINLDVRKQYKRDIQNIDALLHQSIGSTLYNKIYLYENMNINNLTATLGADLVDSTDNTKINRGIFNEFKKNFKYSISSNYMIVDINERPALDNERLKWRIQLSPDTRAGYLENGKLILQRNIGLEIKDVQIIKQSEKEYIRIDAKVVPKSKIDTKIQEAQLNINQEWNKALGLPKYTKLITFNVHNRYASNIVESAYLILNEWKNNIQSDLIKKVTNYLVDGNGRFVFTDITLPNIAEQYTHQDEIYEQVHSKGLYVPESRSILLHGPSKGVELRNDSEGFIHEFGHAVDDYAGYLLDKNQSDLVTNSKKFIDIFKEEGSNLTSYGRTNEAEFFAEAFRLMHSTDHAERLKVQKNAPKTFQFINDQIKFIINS
CCHFV vOTU inh = CCHFV vOTU protease inhibitors, primary screen, biochemical, Pep-AMC substrate, fluorescence; Crimean-Congo hemorrhagic fever virus L polyprotein viral ovarian tumor (vOTU) protease …; inhibition, % at 11.5 µM; 370,000 tested, 0.55% active; AID 651958, 2012; in the data active means inhibition above about 30%; further: 0% = vehicle wells with enzyme and 100% = no enzyme wells
DUSP3 inh = VHR1 phosphatase inhibitors, primary screen, biochemical, absorbance, uHTS; recombinant VHR phosphatase, pNPP absorbance; AID 1654, 2009; inhibition, % at 13.3 µM; 290,000 tested, 0.52% active; in the data active means inhibition above about 50%; further: some compounds called inactive have numbers as strong as hits
Target sequence (P51452 whole entry, looked up): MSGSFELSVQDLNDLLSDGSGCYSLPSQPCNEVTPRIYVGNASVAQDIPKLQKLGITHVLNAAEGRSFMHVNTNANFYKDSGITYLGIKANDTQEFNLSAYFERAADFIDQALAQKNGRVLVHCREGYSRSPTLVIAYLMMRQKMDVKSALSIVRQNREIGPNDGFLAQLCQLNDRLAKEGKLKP
BoNT A protease = BoNT/A light chain protease inhibitors, primary screen, biochemical, flow cytometry, MLPCN library | Botulinum neurotoxin type A light chain protease (Clostridium botulinum A str. ATCC 3502) | multiplex microsphere protease substrate cleavage | inhibition, % at 10 µM | 360,000 tested, 0.17% active; further: plate controls were buffer without enzyme for full effect and enzyme alone for no effect
TcdB inh = TcdB glycohydrolase inhibitors, primary screen, biochemical, single point, plate reader. AID 652162, 2013. TcdB glycohydrolase enzymatic assay. Toxin B (Clostridioides difficile), P18177. 350,000 tested, 0.24% active. inhibition, % at 9.99 µM; in the data active means inhibition above about 10%
SARS 3CLpro inh = SARS-CoV 3CLpro protease inhibitors, primary screen, biochemical, quenched FRET; recombinant SARS-CoV 3CLpro, quenched FRET peptide cleavage; inhibition, % at 6 µM; 290,000 tested, 0.14% active; in the data active means inhibition above about 12%
PfHsp40 rescue = rescue of yeast from PfHsp40 toxicity, primary screen, S. cerevisiae, ATP luminescence; S. cerevisiae expressing PfHsp40, growth rescue; growth rescue, % at 12.5 µM; 340,000 tested, 0.68% active; AID 504582, 2011; in the data active means growth rescue above about 28%, passing the limit was not always enough; inconclusive means no clear call, values can overlap the other calls;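 further: yeast W303a lacking pdr1 and pdr3 grown in galactose medium; growth measured after three days at 30 °C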
SSB-PriA inh = inhibitors of Klebsiella pneumoniae PriA binding to SSB C-terminal tail, primary screen, biochemical, AlphaScreen; AlphaScreen SSBct-PriA binding, biotinylated peptide; PriA–SSB C-terminal tail interaction (Klebsiella pneumoniae); inhibition, % at 33 µM; 430,000 tested, 0.6% active; in the data active means inhibition mostly above about 37%, no sharp cut-off; inactive means mostly below about 20%;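 further: plate controls were negative control peptide for no effect and reference peptide for full effect; strong numbers were not always called active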
BH1578 lux ind = inducers of Vibrio cholerae quorum light production without autoinducers, primary screen, BH1578 luxS cqsA deficient, single point; 350,000 tested, 0.16% active; activation, % at 18.7 µM; V. cholerae BH1578 lux reporter, luminescence, 6 h; AID 588436, 2011; in the data active means activation mostly above about 9.7%, no sharp cut-off; inconclusive means no clear call, values can overlap the other calls; inactive means mostly below about 3.7%; further: not every result past the cut was called active; inactives centre near 0; reference of the scale not given here
Yp Topo-I inh = Yersinia pestis topoisomerase I inhibitors, primary screen, biochemical, cleavage product accumulation, plate reader, single point | Y. pestis Topo-I cleavage product accumulation | activity, % at 10 µM | 360,000 tested, 0.064% active; in the data active means activity above about 50%, passing the limit was not always enough; inconclusive means no clear call, values can overlap the other calls; further: inactives centre near 2
Active calls of the source: *; i = inactive; ? = inconclusive; nt = not tested or not shown. Unless noted, no stated cut-off is given here; in the data, active means inhibition above about 30%; inconclusive means no clear call, values can overlap the other calls; inactive means below that.

SMILES	Anthrax LF inh2	CCHFV vOTU inh	DUSP3 inh	BoNT A protease	TcdB inh	SARS 3CLpro inh	PfHsp40 rescue	SSB-PriA inh	BH1578 lux ind	Yp Topo-I inh
Cc1cccc(NC(N)=S)c1	-1	10	20	-0.6	2.2	1	-1.7	2	i	-7
Cc1ccc(C(=O)Cn2nnc3ccccc32)cc1C	2	-3	10	-0.6	nt	7	2.4	-3	-4.2	2
N#CCCn1[nH]c(-c2ccccc2)cc1=O	-5	4	21	0.1	nt	2	-1.0	1	-0.4	2
CC1(C(=O)N/N=C/c2cc3c(cc2Br)OCO3)CC1(Br)Br (stereo unspecified)	-2	0	-9	-7.5	0.6	5	0.3	nt	-0.5	6
CCCCC(=O)Nc1ccc(C(=O)NCCc2ccc(S(N)(=O)=O)cc2)cc1	-1	3	11	0.7	-0.4	4	-0.4	4	-0.1	-3
Nc1nonc1-n1nnc(C(=O)N/N=C/c2ccc(OCc3ccc(F)cc3)cc2)c1COc1ccccc1	-2	6	23	0.3	0.9	-1	-0.1	i	-0.3	1
O=S1(=O)C=C(SCc2ccc(Cl)c(Cl)c2)Nc2ccccc21	1	14	29	-0.4	nt	-3	0.2	-1	i	12
COc1ccc(Nc2nc(N)nc(CSc3nnc(C)s3)n2)cc1	-4	-3	31	-1.0	nt	4	-1.5	-12	0.6	-3
CCCN=C1N(CC)C[C@@H]2[C@@H]3C(=O)N(C)C(=O)[C@@H]3[C@](Cc3ccccc3)(C(=O)OC)N12	-6	-5	nt	0.2	2.0	nt	-0.1	-8	-1.0	2
CCCCN(C)C(=O)c1cn(C)c2ccc(S(=O)(=O)N3CCC(C)CC3)cc2c1=O	-1	nt	-7	-0.8	nt	0	16	6	-3.8	2
O=C1C=CC(=O)C2C1C1(Cl)C(Cl)=C(Cl)C2(Cl)C1(Cl)Cl (stereo unspecified)	-1	14	nt	-0.1	-2.0	nt	54*	5	i	-28
Cc1ccc(-c2cc(C(=O)Nc3c(C)n(C)n(-c4ccccc4)c3=O)c3ccccc3n2)cc1	-1	9	nt	0.4	6.6	nt	1.6	0	-0.1	34

No new results follow: 4 of the compounds above.
SMILES	Anthrax LF inh2	CCHFV vOTU inh	DUSP3 inh	BoNT A protease	TcdB inh	SARS 3CLpro inh	PfHsp40 rescue	SSB-PriA inh	BH1578 lux ind	Yp Topo-I inh
Nc1nonc1-n1nnc(C(=O)N/N=C/c2ccc(OCc3ccc(F)cc3)cc2)c1COc1ccccc1	-2	6	23	0.3	0.9	-1	-0.1	i	-0.3	1
O=S1(=O)C=C(SCc2ccc(Cl)c(Cl)c2)Nc2ccccc21	1	14	29	-0.4	nt	-3	0.2	-1	i	12
COc1ccc(Nc2nc(N)nc(CSc3nnc(C)s3)n2)cc1	-4	-3	31	-1.0	nt	4	-1.5	-12	0.6	-3
CCCN=C1N(CC)C[C@@H]2[C@@H]3C(=O)N(C)C(=O)[C@@H]3[C@](Cc3ccccc3)(C(=O)OC)N12	-6	-5	nt	0.2	2.0	nt	-0.1	-8	-1.0	2

Further records follow.
SMILES	Anthrax LF inh2	CCHFV vOTU inh	DUSP3 inh	BoNT A protease	TcdB inh	SARS 3CLpro inh	PfHsp40 rescue	SSB-PriA inh	BH1578 lux ind	Yp Topo-I inh
CC1CN(S(=O)(=O)c2ccc(NC(=O)CCCN3C(=O)c4ccccc4C3=O)cc2)CC(C)O1 (stereo unspecified)	-3	nt	6	-0.7	1.0	5	1.2	-12	-0.1	-7
C/C(CCC1CC(C)OC1=O)=N\NC(N)=O (stereo unspecified)	-2	1	5	0.6	-2.1	1	nt	nt	-1.4	-8
COc1ccc(CCNC(=O)CN(c2cc([N+](=O)[O-])ccc2OC)S(C)(=O)=O)cc1OC	2	-10	-19	0.2	1.5	5	0.2	-11	-0.6	9
O=C(O)c1cccc(Nc2ncnc3sccc23)c1	-10	-15	-18	-2.0	0.0	5	-2.6	-9	-0.4	14
CC(C)(C)c1ccc2c(c1)OC(C(=O)N/N=C\c1ccccn1)CO2 (stereo unspecified)	0	-4	-1	-1.1	nt	1	5.2	nt	i	7
CC(C)(C)n1nnnc1C(c1cc2ccccc2o1)N1CCN(C(=O)OCc2ccccc2)CC1 (stereo unspecified)	7	6	nt	0.9	0.3	nt	nt	nt	nt	nt
Cc1cccc(N(CC(=O)NCCSCc2ccco2)S(=O)(=O)c2ccccc2)c1	0	10	21	0.4	nt	1	0.9	6	i	6
COCC(=O)Nc1ccc(N(C)C)cc1	9	-3	2	-0.3	nt	-5	0.4	1	-1.4	3
COc1ccc([C@H]2C[C@@H](n3cc(COC(=O)c4ccccc4)nn3)[C@H](O)CN2C(=O)c2cccs2)cc1	-4	-8	nt	-0.2	1.9	nt	nt	nt	-0.2	23
N/C(=N\OC(=O)CCCc1ccccc1)c1ccc(Br)cc1	7	-9	6	4.9	-0.2	-4	0.0	nt	0.6	15
COc1ccc(/C(C)=N/N2CCCCC2)c(O)c1	12	-2	-15	2.6	-1.7	-1	-0.8	nt	i	-4
COc1ccc(C)cc1NC(=O)c1sc2ncnc(N3CCN(c4ccccn4)CC3)c2c1C	2	-8	16	0.4	-1.0	-2	1.9	-6	-0.4	-1
O=C(Cc1noc2ccccc12)NNC(=S)Nc1ccc(Cl)cc1	-3	13	12	0.1	-1.2	4	-0.4	1	-0.3	-12
O=c1ccncn1C1OC(CO)C(O)C1O (stereo unspecified)	-2	-20	nt	0.0	0.3	nt	0.5	-11	1.9	1
COc1ccc(C)cc1NS(=O)(=O)c1ccc(Cl)nc1	-4	6	nt	0.0	-0.5	nt	0.4	-13	0.9	2
O=C(Nc1ccc(Cl)cc1F)c1ccccc1Br	-3	-12	-2	0.6	nt	-3	1.3	-9	-0.3	4
Cc1cc(C)c(OCCN(C)C)c(Cl)c1	-2	15	14	-0.2	0.5	0	1.4	-9	-0.9	-1
O=C(Nc1ccc(N2CCCC2)c(Cl)c1)c1cccs1	-1	8	-3	-0.4	0.8	2	0.0	35	-0.2	-15
O=[N+]([O-])c1c(C(Cl)Cl)nn(-c2ccc(Cl)cc2)c1N1CCCCC1	-1	-14	-11	0.3	0.7	-1	-1.4	37	-0.4	0
O=C(Nc1cccc(Br)c1)c1ccc(Cl)c(S(=O)(=O)N2CCOCC2)c1	2	5	-5	-0.4	0.0	6	3.8	-11	-0.3	2
COc1ccccc1C(=O)N1CCc2ccccc21	-6	0	5	-0.4	nt	2	0.7	-18	-0.3	7
O=C(CSc1cccc[n+]1[O-])c1cc(Cl)ccc1Cl	-4	-2	43	-0.6	-4.1	0	80*	-3	-0.3	3
COc1ccccc1/C=C/C(=O)NCCc1ccccn1	-3	-21	-3	0.7	0.4	-1	0.2	-4	-0.3	-1
COc1ccccc1N(CC(=O)Nc1ccccc1C(=O)N1CCOCC1)S(C)(=O)=O	-6	5	38	-4.1	-0.5	2	-0.7	-7	0.6	4

Individual results from the entries so far:
SSB-PriA inh result of COc1ccccc1C(=O)N1CCc2ccccc21 = -18
TcdB inh result of COc1ccccc1/C=C/C(=O)NCCc1ccccn1 = 0.4
BH1578 lux ind result of O=c1ccncn1C1OC(CO)C(O)C1O (stereo unspecified) = 1.9
Yp Topo-I inh result of COc1ccc(C)cc1NS(=O)(=O)c1ccc(Cl)nc1 = 2
Yp Topo-I inh result of O=[N+]([O-])c1c(C(Cl)Cl)nn(-c2ccc(Cl)cc2)c1N1CCCCC1 = 0

Next part.
SMILES	Anthrax LF inh2	CCHFV vOTU inh	DUSP3 inh	BoNT A protease	TcdB inh	SARS 3CLpro inh	PfHsp40 rescue	SSB-PriA inh	BH1578 lux ind	Yp Topo-I inh
NS(=O)(=O)OCCCCCc1ccccc1	9	5	9	-0.4	0.5	2	0.4	-2	0.3	11
COc1cccc(CNC(=O)c2nnn(CC(=O)Nc3c(C)cccc3C)c2N)c1	0	8	6	-0.3	-0.1	1	-2.2	-11	i	6
Cc1ccc2cn[nH]c2c1NC(=S)NC(=O)c1ccccc1	-13	-4	31	-0.5	nt	2	0.6	3	-0.2	12
O=C(NC1CCCc2ccccc21)c1ccc2c(c1)OCO2 (stereo unspecified)	-6	-13	1	0.2	2.0	1	0.0	-4	-2.1	4
FC(F)(F)COc1ccc(-c2nnc(SCc3ccccc3)o2)cn1	-7	2	-4	?	0.4	0	1.1	-8	1.2	-2
C[C@@]12C(=O)Nc3cc(F)ccc3C(=O)N1[C@H]1c3cc(Br)ccc3OC[C@@H]1[C@@H]2c1ccccc1	-4	-11	nt	-0.4	-0.9	nt	5.9	5	i	7
CCc1noc(C)c1C(=O)N(C)CC(=O)Nc1ccc(F)c(F)c1F	1	-6	nt	-3.2	-0.8	nt	1.1	-1	0.9	2
Cc1noc(C)c1CN(C(=S)NC(C)C)c1ccccc1	0	-16	21	0.4	0.3	2	-0.1	10	-0.2	4
CCCN(CCC)CCCNC(=O)c1cc2cc3ccc(OC)cc3nc2o1	0	-260	19	-0.3	nt	-8	0.9	-14	i	3
Cc1cccc(C(=O)NNC(=O)c2ccco2)c1	-1	-6	-2	-0.7	1.0	-2	1.4	-9	i	3
CC(=O)Nc1cc(-c2cccc(C(=O)N(C)C)c2)cn2c(-c3ccccc3)cnc12	0	4	nt	0.2	1.4	nt	nt	nt	-4.5	22
CN(c1ccccc1)S(=O)(=O)c1nnc(NC(=O)COc2ccccc2)s1	0	3	-25	0.2	-0.1	4	2.3	-7	i	-5
CN(C)CCCNc1oc(-c2cccc(Cl)c2)nc1C#N	3	-69	28	0.5	nt	4	0.3	-19	-11	-17
CCOC(=O)C1CCN(C(=O)Nc2ccc(OC(F)(F)F)cc2)CC1	3	-2	-20	-0.7	1.2	3	0.2	-7	-0.4	-12
COc1cc(OC)cc(C(=O)OCC(=O)NC2CCCCCCC2)c1	-2	10	nt	-0.3	0.5	nt	nt	nt	i	0
COC(=O)c1sccc1NC(=O)CC1C(=O)NCCN1C(=O)Nc1ccc(OCc2ccccc2)cc1 (stereo unspecified)	-4	6	8	1.5	1.1	7	0.0	1	-0.1	11
CCNC(=O)CSc1nc(-c2ccccc2)cs1	4	3	-10	0.1	1.4	2	1.1	-1	1.4	2
CCc1ccc(C(=O)NC(=S)NCc2cccnc2)cc1	5	19	16	-1.9	0.4	0	1.3	1	-0.8	6
COc1ccc(Cl)cc1NC(=O)COC(=O)c1ccc(Br)o1	-2	9	nt	0.2	2.2	nt	2.3	-5	79*	4
Cc1ccc(/C=N/n2c(-c3cccs3)n[nH]c2=S)cc1	0	7	4	-0.1	nt	8	-1.3	nt	i	-5
O=C(Cc1ccccc1)N/N=C/c1ccccc1Cl	0	2	10	0.2	nt	5	0.3	nt	i	14
Cc1nn(-c2ccccc2)c(N2CCCC2)c1/C=N/NC(=S)Nc1ccccc1F	-2	-8	1	-0.1	1.2	4	-0.4	nt	i	-3
COc1ccc([C@H]2[C@H](C(=O)OC(C)(C)C)N3N=Cc4ccccc4C3C23C(=O)c2ccccc2C3=O)c(OC)c1 (stereo partly specified)	-2	17	8	1.5	nt	1	-0.8	6	-0.2	-5
CCCS(=O)(=O)N1CCC(C(=O)NCCN(CC)c2ccccc2)CC1	3	19	-4	1.5	nt	-3	1.1	-12	i	4

Not all compounds are listed; count on the stated rates, not on these rows.
